Bioassay records deposited in PubChem BioAssay by National Center for Advancing Translational Sciences (NCATS).
CHX counter = Cycloheximide Counterscreen for Small Molecule Inhibitors of Shiga Toxin. hit rate 12% among 300,000. AID 2314, 2010. cell reporter, cycloheximide protein synthesis inhibition counterscreen. max response, %; in the data active = max response mostly above about 13%, no sharp cut-off; inactive = mostly below about 14%; note: read at 38.3 µM for the half of the compounds with a filed dose; 0% is about no effect
Shiga toxin inh = A qHTS for Small Molecule Inhibitors of Shiga Toxin. Vero cells, Shiga toxin protein synthesis inhibition reporter. inhibition, % at 38.7 µM. hit rate 9.2% among 290,000. AID 2315, 2010; in the data active = inhibition mostly above about 28%, no sharp cut-off; inactive = mostly below about 43%; note: 0% is about no effect
Pf growth 96h = Primary qHTS for delayed death inhibitors of the malarial parasite plastid, 96 hour incubation. hit rate 6.9% among 320,000. P. falciparum luciferase reporter growth, 96 h. Potency, µM (series often up to 28.7 µM), without a hit: at the highest dose activity change, negative = inhibition, usual class: inhibitors; note: potency is the fitted concentration of half-maximal effect; % is set by controls: 0 for no effect and ±100 for the full control effect
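96 h incubation, 37 C, 5% CO2, of luciferase-reporter P. falciparum-infected RBCs (2% hematocrit, 0.05% parasitemia final) with test compounds; endpoint luminescence.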
Pf growth 48h = Primary qHTS for delayed death inhibitors of the malarial parasite plastid, 48 hour incubation; P. falciparum luciferase growth in erythrocytes, 48 h; Potency, µM (highest dose often 28.7 µM), for the others: at the highest dose activity change, negative = inhibition, usual class: inhibitors; hit rate 5.9% among 310,000; AID 504832, 2011; note: potency is the fitted concentration of half-maximal effect; % is set by controls: 0 for no effect and ±100 for the full control effect
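Growth was read as firefly luciferase luminescence after a 48 h, 37 C, 5% CO2 exposure of compounds to reporter-bearing P. falciparum cultures (0.1% parasitemia, 2% hematocrit final) in Albumax-supplemented RPMI 1640.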
HCV inhibitor = qHTS Assay for Inhibitors of Hepatitis C Virus (HCV). hit rate 3.4% among 340,000. Potency, µM (doses to about 41.8 µM), for inactives: at the highest dose activity change, negative = inhibition, actives largely listed as inhibitors. Huh7.5.1 HCVcc-Cre infection, luciferase reporter, 44 h. AID 651820, 2012; note: potency is the fitted concentration of half-maximal effect; % is set by controls: 0 for no effect and ±100 for the full control effect
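1,000 cells/well; 4 h culture; + compound; + HCVcc-Cre (~0.5 moi); 44 h; luciferase substrate, RT 15 min; read 15 sec.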
Giardia FBPA inh = qHTS Assay for Inhibitors of Fructose-1,6-bisphosphate Aldolase from Giardia Lamblia; hit rate 0.71% among 290,000; purified Giardia FBPA; A8B2U2; Potency, µM (doses to about 59.6 µM), for the others: top-dose activity, negative = inhibition, actives largely listed as inhibitors; AID 2451, 2010; note: potency is the fitted concentration of half-maximal effect; % is set by controls: 0 for no effect and ±100 for the full control effect; nearly all actives have a fitted effect of over 55% in size
Target sequence (A8B2U2 whole entry, looked up): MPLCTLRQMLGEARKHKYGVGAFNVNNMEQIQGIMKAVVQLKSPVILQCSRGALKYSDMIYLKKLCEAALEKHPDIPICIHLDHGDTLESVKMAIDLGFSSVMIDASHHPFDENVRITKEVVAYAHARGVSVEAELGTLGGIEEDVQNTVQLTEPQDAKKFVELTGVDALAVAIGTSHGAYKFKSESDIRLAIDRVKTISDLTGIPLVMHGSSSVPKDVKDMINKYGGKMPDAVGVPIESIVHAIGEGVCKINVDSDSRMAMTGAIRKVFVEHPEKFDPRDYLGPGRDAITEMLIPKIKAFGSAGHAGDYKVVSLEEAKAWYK
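Giardia FBPA (40 nM reagent) was preincubated 10 min at RT with compound (up to 57.5 uM final), then substrate plus GAPDH/TPI/NAD/arsenate coupling system with diaphorase/resazurin was added; resorufin fluorescence (525/598 nm) was read after 20 min.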
Starred values were filed as active, the others as inactive; ? = inconclusive; / = no result given; & = joins results of further samples; [ ] = another dose, or the depositor's remark. Unless noted, calls come from the whole dose curve; as a rule, active = well fitted curve in the direction sought with a large enough effect; inconclusive = small, poorly fitted or top-dose-only effect, or another doubt; inactive = no such curve, though single readings can be large; an effect the other way counts as inactive or inconclusive.

SMILES	CHX counter	Shiga toxin inh	Pf growth 96h	Pf growth 48h	HCV inhibitor	Giardia FBPA inh
Cc1cccc(NC(=O)Cn2c(=O)oc3ccccc32)n1	7	12	28%	42%[activator]	1%	/
O=C(c1ccc(S(=O)(=O)N2CCCCC2)cc1)N1CCN=C1SCc1cccnc1	-2	-11	2%	/	0%	0%
COc1ccc(CNC(=O)c2ccc3c(=O)n4c(nc3c2)CCCCC4)cc1OC	/	/	?	?	?	/
Cc1c(NC(=O)C(C)c2ccc(CC(C)C)cc2)c(=O)n(-c2ccccc2)n1C (stereo unspecified)	-1	-29	/	-14%	?	7%
CNc1nnc(SCC(=O)c2cc(C)n(C3CC3)c2C)s1	/	/	28%	92%[activator]	2%	/
O=c1c2ccccc2nc(-c2ccco2)n1-c1ccncc1	8	-7	?	15%	1%	2%
CCCn1c(COc2ccc(C(=O)O)cc2)nc2ccccc21	-2	/	111%[activator]	1%	9%	21%
C=CCOc1cccc(C2/C(=C(/O)c3ccccc3)C(=O)C(=O)N2CCN2CCOCC2)c1 (stereo unspecified)	6	30	28%	-2%	-14%	-2%
CCOC(=O)C1CCN(CCC(=O)Nc2ccc(C)cc2)CC1	-6	-20	5%	-2%	7%	4%
NC(=O)CCCc1nc(-c2ccccc2Cl)no1	10	63	?	7%	21%	/
O=[N+]([O-])c1ncn(C23CC4CC(CC(C4)C2)C3)n1	-1	0	?	-11%	13%	3%
O=C(Nc1ccccc1)N(Cc1ccc2c(c1)OCO2)Cc1nc2ccccc2c(=O)[nH]1	3	-13	?	?	20%	-2%
Cc1ccccc1-n1c(-c2ccc3ccccc3n2)n[nH]c1=S	-2	-4	?	0%	0%	-25%
O=C(NCc1ccncc1)Nc1cccc(Cl)c1	16*	13	/	16%	0%	-3%
Cc1cc(C)c2c(N)c(S(=O)(=O)c3ccccc3)sc2n1	-1	-28	/	?	-31%	-7%
Cc1cccc(NC2=NCC(=O)N2Cc2cccs2)c1	8	-3	7%	20%	1%	-8%
NC(=O)C1CCCN(CC(=O)Nc2ccccc2C(=O)NC2CC2)C1 (stereo unspecified)	/	/	-4%	24%	-16%	/
Cc1nc(C(=O)NCC(=O)c2ccccc2)c(C(F)(F)F)o1	7	30	63%[activator]	?	1%	3%
CCOC(=O)Cn1c(=O)n(Cc2ccco2)c(=O)c2ccc(C(=O)NC3CCCC3)cc21	-5	-18	-20%	/	13%	0%
O=C(COc1ccccc1)NCCSCc1ccc(Cl)cc1	-5	-9	11%	-5%	7%	4%
COc1cccc(C(=O)NCCS(=O)(=O)NCCCc2ccccc2)c1	/	/	42%[activator]	18%	25%	/
O=C(NCc1cccnc1)c1ccccc1NS(=O)(=O)c1ccc(F)cc1F	-1	-6	4%	-3%	-3%	-2%
O=C(COc1coc(CN2CCN(c3ccccc3)CC2)cc1=O)NC1CCCC1	/	/	?	?	1%	/
O=C(NCCCN1CCCC1=O)c1sc2ccccc2c1Cl	29*	39*	4%	27%	-2%	/
O=C(O)c1cccc(CSc2nc(-c3ccc(Cl)cc3)cc(C(F)(F)F)n2)c1	-3	-17	?	-13%	-9%	12%[12.9 µM]
O=C(CN1CCOCC1)Nc1c2c(nc3ccccc13)N(Cc1ccccc1)CC2	-1	-16	-14%	?	-7%&8%	16µM*
Cc1cccn2c(=O)c3cc(C(=O)NCCN4CCOCC4)c(=N)n(Cc4ccc(F)cc4)c3nc12	1	-2	3.7µM*	?	?	/
O=C(CNC(=O)c1sc2ccccc2c1Cl)NCc1ccccc1	7	35	44%[activator]	55%[activator]	-9%	/
N#C/C(=C\c1ccccc1)C(=O)Nc1ccccn1	-3	-3	17%	26%	8%	-14%
CCCCOC(=O)CSC1=C(C#N)C(c2ccccc2OC)C(C#N)C(=O)N1 (stereo unspecified)	-3	-10	26%	9%	-4%	?
CC(C)OC(=O)CSc1nc2cc3c(cc2cc1C#N)OCO3	7	33	-2%	105%[activator]	-12%	-1%
O=c1[nH]ncc2c3ccccc3n(Cc3ccccc3F)c12	-2	2	?	13%	10%	-1%
CCO[C@H]1OC(C(=O)NCc2ccccc2)=C[C@@H](c2ccc3c(c2)OCO3)[C@@H]1CCCO	-1	-3	-2%	-9%	-24%	12%
COc1ccc(CCn2c(N)c(C#N)c3nc4ccccc4nc32)cc1OC	7	-30	56%[activator]	5.9µM*	-6%	?
CC(OC(=O)C1=Cc2ccccc2OC1)C(=O)NC(C)(C)C (stereo unspecified)	-1	-10	-8%	17%	-26%	-1%
Cc1[nH]nc(Nc2ccc(Br)cc2)c1[N+](=O)[O-]	56*	112*	205%[activator]	160%[activator]	-23%	-5%
N#CCSc1nc2ccc(N3CCOCC3)cc2c(=O)n1CCc1ccccc1	10	3	13µM*	/	10µM*	?
O=C(C1=C(O)C(=O)N(c2nccs2)C1c1ccccc1)c1cc2ccccc2o1 (stereo unspecified)	44*	59*	147%[activator]	109%[activator]	-3%	16µM*
CCC(=O)NC(=S)Nc1ccc(S(=O)(=O)NC(C)=O)cc1	-3	-11	156%[activator]	-9%	23%	4%
CCCOc1ccc(N2CC(C(=O)Nc3ccc4c(c3)OCO4)CC2=O)cc1 (stereo unspecified)	2	12	-1%	1%	0%	4%
CC1CCCCC1NC(=O)c1ccc(CSc2nc3ccncc3[nH]2)cc1 (stereo unspecified)	-1	-13	5.2µM*	?	?	-7%
CCCCN(C(=O)CCC(=O)Nc1cc(C)on1)C(C(=O)NC(C)(C)C)c1ccccc1Cl (stereo unspecified)	-5	-1	?	?	1%	8%
CC1CCN(C(=O)c2[nH]cnc2C(=O)NCC(=O)OC(C)(C)C)CC1	-1	-6	32%[activator]	5%	19%	-14%
COc1ccc(Nc2nc3c(C)cccn3c(=O)c2C=NCc2ccccc2)cc1	12	31	-7%	15%	?	-2%
CCO/C([O-])=N/c1c[n+](N2CCOCC2)no1	8	14	39%[activator]	31%[activator]	-18%[8.37 µM]	-3%
CCOC(=O)C1CCN(C(=O)c2cc(C)n(C(C)(C)C)n2)CC1	9	22	63%[activator]	30%	-10%	1%
Nc1ccccc1Sc1ccc(C(F)(F)F)cc1[N+](=O)[O-]	-1	-8	4%	28%	-2%	-12%
N#CC1=C(N)C2=CCCC[C@H]2[C@H](c2cccc(F)c2)C1(C#N)C#N	-2	-5	?	?	?	-10%
COc1cc(/C=C2\SC(=S)N(NS(=O)(=O)c3ccccc3)C2=O)ccc1O	-1	-2	-21%	15%	1%	5%
CCN(CC)CCNC(=O)c1cc([N+](=O)[O-])c(N(C)C)cc1OC	19	34	-5%	?	-8%	-6%
O=C(/C=C/c1c(Cl)cccc1Cl)NCc1ccccc1	-6	-2	-45%	39%[activator]	10%	1%
Cc1nccn1CCCNC(=O)CC1C(=O)NCCN1Cc1ccc(Cl)c(F)c1 (stereo unspecified)	-1	-1	2%	0%	0%	-10%
Cc1ccc(-c2nc3ccccc3c(=O)n2-c2ccc(O)cc2)cc1	5	-13	18%	?	20%	3%
O=[N+]([O-])c1cccc(/C=N/Nc2nnc(-c3ccccc3)c(-c3ccccc3)n2)c1	-3	-6	-5%	21%	3%	-6%
CN(c1ccccc1)S(=O)(=O)c1cccc(NC(=O)CSc2nncs2)c1	-2	-3	?	-15%	?	-7%
CCCCCn1c(=O)c(C(=O)NC(C)c2ccccc2)c(O)c2ccccc21 (stereo unspecified)	-2	-13	-26%	?	?	8%
Cc1nc(CCNC(=O)C2CCC(=O)N(CCc3cccc(F)c3)C2)sc1C (stereo unspecified)	-1	-2	15µM*	9%	-1%	/
COc1ccccc1NC(=O)CNC(c1ccccc1)c1ccccc1	7	2	?	?	-10%	0%
CC1CCC(N2CCN(C(=O)COc3ccccc3)CC2)CC1 (stereo unspecified)	-4	1	5%	?	-7%	?
CN(CCC#N)C(=O)COc1ccc(Br)cc1Cl	-1	-8	?	0%	10%	5%

More records follow:
SMILES	CHX counter	Shiga toxin inh	Pf growth 96h	Pf growth 48h	HCV inhibitor	Giardia FBPA inh
COCc1ccc(C(=O)N(C)CC2CCCN(CCc3ccccc3F)C2)o1 (stereo unspecified)	-1	-2	1%	17%	6%	-2%
O=c1c2ccccc2oc2nc(-c3ccco3)n(CCc3ccccc3)c(=O)c12	-4	-8	15%	12%	/	2%
CS(=O)(=O)N(CC(=O)Nc1ccc(Br)cc1F)C1CCCCC1	-1	-17	?	9%	0%	13%
O=C(Nc1cccc([N+](=O)[O-])c1)C1C2CC/C=C\CCC21 (stereo unspecified)	10	-6	?	?	-17%	1%
COc1ccc(CNC(=S)N2CCN(S(=O)(=O)c3cccc(F)c3)CC2)cc1	-3	2	3.3µM*	?	18%	2%
CNS(=O)(=O)c1ccc(NC(=S)Nc2ccc3c(c2)OCO3)cc1	29*	55*	2%	21%	11%	-27%
CCOC(=O)N1CCC(NC(=O)CS(=O)(=O)Cc2nc(-c3ccc(C)cc3)oc2C)CC1	-8	-14	?	/	?	2%
COc1ccc(CNC(=O)CSc2nnc3nc(C)cc(C)n23)cc1OC	0	-5	7%	-3%	10%	1%
O=C(NCCCn1ccnc1)c1ccc(Br)s1	12	-9	15%	22%	17%	-15%
C[C@H](NC(=O)CCCOc1ccc(Cl)cc1Cl)c1nnc2ccccn12	-2	-10	33%[activator]	13%	4%	13%
CCN(CC)S(=O)(=O)c1cc(C(=O)OC)ccc1Cl	-4	37	1%	?	-7%	-2%
O=C(NCCc1csc(-c2cccnc2)n1)c1ccc(Br)o1	4	-5	8.3µM*	?	?	-20%

Pulled one by one from the list above (5):
SMILES	CHX counter	Shiga toxin inh	Pf growth 96h	Pf growth 48h	HCV inhibitor	Giardia FBPA inh
O=c1c2ccccc2oc2nc(-c3ccco3)n(CCc3ccccc3)c(=O)c12	-4	-8	15%	12%	/	2%
O=C(NCCc1csc(-c2cccnc2)n1)c1ccc(Br)o1	4	-5	8.3µM*	?	?	-20%
CCN(CC)S(=O)(=O)c1cc(C(=O)OC)ccc1Cl	-4	37	1%	?	-7%	-2%
C[C@H](NC(=O)CCCOc1ccc(Cl)cc1Cl)c1nnc2ccccn12	-2	-10	33%[activator]	13%	4%	13%
CS(=O)(=O)N(CC(=O)Nc1ccc(Br)cc1F)C1CCCCC1	-1	-17	?	9%	0%	13%

Next section.
SMILES	CHX counter	Shiga toxin inh	Pf growth 96h	Pf growth 48h	HCV inhibitor	Giardia FBPA inh
Cc1ccc(C(=O)NN2C(=O)C3C4c5ccccc5C(c5ccccc54)C3C2=O)cc1 (stereo unspecified)	-1	-10	-103%	-3%	0%	-10%
N#CCCN(C(=O)COc1ccc(Cl)cc1Cl)c1ccccc1	19*	29	?	-29%	7%	3%
CCc1nc2n[nH]c(N)c2c2c1CCCC2	4	33	0%[5.75 µM]	17%	-9%	-3%
Cc1ccc2nc(Cn3cc(C(F)(F)F)ccc3=O)cc(=O)n2c1	-3	5	-10%	3%	2%	0%
Cc1cccc(NC(=O)c2ccc(OCC(=O)NCc3ccccc3)cc2)c1C	-2	-9	?	-29%	-20%	9%[12.9 µM]
CN1C(=O)/C(=C/c2ccccc2OCc2ccc(C(=O)O)cc2)NC1=S	1	8	?	-6%	13%	10%
COC(=O)Nc1ccc(S(=O)(=O)N2CCC(C(=O)NC3CCCCC3)CC2)cc1	3	-1	?	?	16%	0%
COC(=O)c1ccc(NC(=O)c2ccc(OC(C)=O)c(OC)c2)cc1	33*	48*	-23%	184%[activator]	-13%	-1%
O=c1c2cc(Cl)ccc2nc(-c2ccc(Cl)c(Cl)c2)n1O	-2	-3	-40%	?	?	6%
CCOC(=O)/C(C#N)=C\c1cc(OC)c(OC)cc1[N+](=O)[O-]	-4	46	21%	0%	3%	-17%
